Screening data from PubChem BioAssay.
PMK inhibit – inhibitors of Streptococcus pneumoniae phosphomevalonate kinase; purified PMK, PK/LDH-coupled NADH absorbance 340 nm; inhibition, % at 10 µM; 65,000 compounds, 0.49% hits; AID 539;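 active = top-ranked compounds by inhibition in the single 10 µM screen, taking a fixed number of the strongest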;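 note: 0% = full reaction with DMSO carrier and 100% = background rate without enzyme reaction; no value below 0 was filed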
LYP inhibition – LYP phosphatase inhibitors, primary screen, biochemical, DiFMUP fluorescence, recombinant catalytic domain, 10 µM (AID 606). recombinant LYP catalytic domain, DiFMUP fluorescence; higher % means a stronger effect. one-dose inhibition, % at 10 µM; IC50 in µM for titrated hits. 52,000 tested, under 10 active;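 active = IC50 under 40 µM in the dose-response test; inactive = IC50 of 40 µM or more, or never dose-tested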
Bfl-1 inhibitors – displacement of Bid BH3 peptide from Bfl-1 – biochemical, fluorescence polarization, FITC-Bid, mouse, primary screen (AID 432). 64,000 compounds, 0.02% hits. one-dose displacement, % at 20 µM; IC50 in µM for titrated hits. FITC-Bid BH3 peptide fluorescence polarization displacement; higher % means a stronger effect; in the data active = a potency from the dose series; inactive = the rest, 99 in 100 with displacement below about 15%; note: strong numbers were not always called active
HPDE-C7K KRASV12 – viability loss of HPDE-C7K cells – cell-based, fluorescence, HTS, primary screen (AID 431) | 63,000 compounds, 1.7% hits | HPDE-C7K KRASV12 cells, Alamar Blue viability, 48 h; higher % means a stronger effect | cytotoxicity, % at 10 µM, or EC50 in µM where a hit was titrated;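 active = compounds whose percent cytotoxicity in the single-dose primary screen, scaled between solvent and toxic-drug controls, exceeds 50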;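 note: 0% = DMSO solvent wells and 100% = doxorubicin-treated wells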
HT1080 viability – HT1080 cell viability loss – fluorescence readout (AID 620); HT1080 viability, fluorescence; higher % means a stronger effect; cytotoxicity, % at 10 µM, or EC50 in µM where a hit was titrated; 87,000 compounds, 0.42% hits;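 note: cells exposed to compound overnight then 4 h with Alamar Blue; 0% = vehicle DMSO and 100% = killing control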
Alkaline phosphatase – human TNAP enzyme inhibitors, biochemical, luminescent (AID 518); purified TNAP enzyme, luminescent substrate readout; higher % means a stronger effect; inhibition, % at 20 µM; hits with a dose series show IC50 in µM; 64,000 compounds, 0.09% hits; in the data active = a potency from the dose series; inactive = the rest, 99 in 100 with inhibition below about 22%;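 note: plate controls were vehicle for no effect and reference inhibitor for full effect; many of its hits are not listed in these tables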
HPDE-C7 viability – cytotoxicity in HPDE-C7 cells, cell-based, fluorescence, HTS (AID 430) | HPDE-C7 pancreatic duct cells viability, fluorescence; higher % means a stronger effect | cytotoxicity, % at 10 µM; hits with a dose series show EC50 in µM | 63,000 compounds, 1.8% hits;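 note: cells exposed to compound for 48 hours before viability readout; 0% = vehicle and 100% = reference cytotoxic drug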
MK inhibit – S. pneumoniae mevalonate kinase inhibition; inhibition, % at 10 µM; 65,000 compounds, 0.48% hits; purified MK, PK/LDH-coupled NADH absorbance 340 nm;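 active = ranked among the strongest by inhibition in the single 10 µM screen, a fixed top-ranked set picked for dose follow-up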; note: no value below 0 was filed
DPM-DC inhibit – blocks S. pneumoniae diphosphomevalonate decarboxylase. calls only at 10 µM. 65,000 compounds, 0.49% hits. purified DPM-DC, PK/LDH coupled NADH fluorescence. AID 556;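 active = the 320 compounds with the highest percent inhibition in the single-dose primary screen, excluding strongly autofluorescent ones, cut at about 32% in these data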;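 note: kinetic rate of NADH fluorescence loss reporting ADP formed by the decarboxylase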
PMK inhibit pilot replicates – also measured in PMK inhibit; calls as there; inhibition, %; measured here: pilot screen replicates
MK inhibit pilot replicates – second read-out of MK inhibit, no call of its own (marks repeat the call); inhibition, %; measured here: pilot screen replicates
DPM-DC inhibit pilot screen % – also measured in DPM-DC inhibit; calls as there; inhibition, %; measured here: pilot screen trials
* = called active by the depositor; i = inactive; . = no result given. Cut-off read from the data, not from the text of the source, unless noted: active = cytotoxicity above about 50%; inactive = the rest.

SMILES	PMK inhibit	LYP inhibition	Bfl-1 inhibitors	HPDE-C7K KRASV12	HT1080 viability	Alkaline phosphatase	HPDE-C7 viability	MK inhibit	DPM-DC inhibit	others
COc1ccc(S(=O)(=O)CCC(=O)N2CC(=O)N(CCc3ccccc3)C(=O)C2)cc1	10	-34%	3%	-13%	0%	14%	-15%	0	i
N#Cc1nc(-c2ccco2)oc1NCCN1CCOCC1	13	.	-5%	-6%	-3%	6%	-1%	10	i
Nc1nonc1-c1nc2ccccc2[nH]1	7	6%	2%	0%	-3%	8%	-4%	6	i
COc1ccc(NC(=O)c2cc3ccccn3n2)cc1	12	8%	2%	6%	30µM*	8%	-4%	3	i
Cc1ccc2[nH]c(=O)c(-c3noc(C(C)C)n3)cc2c1	0	1%	0%	3%	-4%	8%	10%	4	.
Cc1ccc(-c2csc3nc(C)n(-n4cccc4)c(=O)c23)o1	14	14%	5%	0%	-3%	7%	-3%	5	i
O=S(=O)(NCCC1=CCCCC1)c1cccc2nsnc12	14	-3%	-15%	-3%	-6%	13%	-5%	0	i
CC(C)(C)OC(=O)N1CCCC1C(=O)NC(Cc1ccccc1)C(=O)O (stereo not drawn)	4	.	2%	-5%	24%	11%	-10%	9	i	PMK inhibit pilot replicates=0.0;MK inhibit pilot replicates=0.0;DPM-DC inhibit pilot screen %=1.5
CCN(CC)CCn1c(OC)cc(=O)[nH]c1=O	3	-1%	-6%	-9%	-3%	5%	-2%	0	i	PMK inhibit pilot replicates=0.0;MK inhibit pilot replicates=0.0;DPM-DC inhibit pilot screen %=0.0
CCc1ccccc1NC(=O)c1cc(-c2cccc(O)c2)on1	7	4%	-4%	3%	-6%	12%	9%	3	i
Cc1ccc(C(=O)N(CC(=O)NC2CCCC2)Cc2cccs2)s1	12	7%	-1%	5%	-14%	4%	2%	1	i
Cc1cc(N2CCN(c3ccccn3)CC2)n2c(nc3ccccc32)c1C#N	3	-5%	-4%	-1%	0%	-5%	-7%	12	i
COc1ccc(/C=N/n2cnnc2)cc1COc1ccccn1	5	-3%	4%	-22%	6%	3%	-12%	4	i
O=C(OCc1nnc(-c2ccccc2)o1)c1ccc2c(c1)OCO2	0	4%	-6%	11%	-7%	10%	-1%	0	i
COc1ccc(CC(CC(=O)O)C(=O)Nc2ccccc2)cc1 (stereo not drawn)	3	5%	6%	-4%	2%	4%	-15%	0	i
CCNc1nc(NC(C)(C)C)nc(N(C#N)CC)n1	25*	11%	1%	-7%	.	5%	-6%	0	i
Cc1ccc(S(=O)(=O)N2CCN(C(=O)CSc3nnc(-c4ccco4)o3)CC2)cc1	0	.	-1%	-26%	2%	10%	-23%	4	i
CCOc1ccc2cc(C#N)c(SCC(=O)N3CCCC3)nc2c1	9	11%	-3%	-12%	0%	10%	-11%	13	i	PMK inhibit pilot replicates=0.0;MK inhibit pilot replicates=5.0;DPM-DC inhibit pilot screen %=9.0
COc1ccc(Cl)cc1NC(=O)c1cnc2n(c1=O)CCS2	9	-1%	1%	4%	7%	4%	-2%	8	i
COc1ccc(O)c(-c2c(-c3ccc(Cl)cc3)n[nH]c2C)c1	10	.	-1%	.	-2%	9%	.	10	i
COCCNC(=O)c1c(N)n(/N=C/c2cccs2)c2nc3ccccc3nc12	0	-2%	35%	40%	-5%	9%	43%	0	.	PMK inhibit pilot replicates=0.0;MK inhibit pilot replicates=0.0
CC(C)CCNC(=O)C1CCN(c2nc3ccccc3o2)CC1	19	9%	-4%	-5%	-3%	2%	-8%	2	i
O=C(Nc1cccnc1)c1ccccc1Oc1ccccc1	4	8%	3%	-8%	-3%	29%	0%	11	i
Cc1ccccc1NS(=O)(=O)c1ccc2[nH]cc(C(=O)NCCCN3CCOCC3)c(=O)c2c1	12	.	0%	4%	2%	1%	-5%	2	i
O=C(NCc1ccncc1)Nc1ccc(F)cc1	7	.	1%	-6%	15%	10%	-9%	11	i

Retrieved by structure from the list above:
SMILES	PMK inhibit	LYP inhibition	Bfl-1 inhibitors	HPDE-C7K KRASV12	HT1080 viability	Alkaline phosphatase	HPDE-C7 viability	MK inhibit	DPM-DC inhibit	others
COc1ccc(S(=O)(=O)CCC(=O)N2CC(=O)N(CCc3ccccc3)C(=O)C2)cc1	10	-34%	3%	-13%	0%	14%	-15%	0	i
CCNc1nc(NC(C)(C)C)nc(N(C#N)CC)n1	25*	11%	1%	-7%	.	5%	-6%	0	i

Remaining list, next part.
SMILES	PMK inhibit	LYP inhibition	Bfl-1 inhibitors	HPDE-C7K KRASV12	HT1080 viability	Alkaline phosphatase	HPDE-C7 viability	MK inhibit	DPM-DC inhibit	others
COc1cc(NS(=O)(=O)c2ccc(C)cc2C)cc(OC)c1OC	20	0%	-8%	30%	-6%	18%	37%	20	i
Cc1ccccc1-n1nc2c(c1NC(=O)c1cc3ccccc3oc1=O)CS(=O)(=O)C2	17	10%	-7%	-6%	3%	7%	-7%	0	i
Cc1cccc2c1N(CC(=O)OC(C)C)C(=O)C2=O	11	5%	-2%	-24%	-32%	16%	-33%	8	i	PMK inhibit pilot replicates=2.0;MK inhibit pilot replicates=6.5;DPM-DC inhibit pilot screen %=3.5
COCCn1c(SCc2ccc(C(=O)OC)o2)nc2ccccc2c1=O	12	16%	-3%	-20%	-3%	6%	-23%	2	i
COc1cc2[nH]c(=S)nc(NCC3CCCO3)c2cc1OC (stereo not drawn)	7	11%	14%	4%	-5%	9%	-3%	4	i
CCOC(=O)CSc1nnc(-c2ccco2)n1-c1ccc(C)cc1	7	3%	3%	0%	8%	6%	0%	6	i
Nc1nnc(SCC(=O)NCc2ccc3c(c2)OCO3)s1	7	15%	-5%	4%	.	18%	7%	7	i
CCS(=O)(=O)N1CCCC(C(=O)NCCN2CCC(Cc3ccccc3)CC2)C1 (stereo not drawn)	22	9%	-3%	-6%	-8%	8%	-16%	9	i
CSc1nnc(-c2ccccc2Cl)n1N	1	8%	-10%	-12%	-3%	4%	-5%	7	i
O=C(CSC1=NCCS1)N1CCc2ccccc21	8	2%	3%	-7%	4%	5%	-3%	12	i
CN(c1ccc(C(=O)NCc2ccc3c(c2)OCO3)cc1)S(C)(=O)=O	8	15%	-4%	-7%	-3%	-1%	-21%	8	i
C(=C\CSc1ncn[nH]1)/CSc1ncn[nH]1	5	3%	1%	-15%	-6%	-28%	-19%	0	i
O=C(CN1CCOCC1)Nc1ccc(NC(=O)CN2CCOCC2)c(Cl)c1	0	7%	-4%	-20%	4%	6%	-5%	0	i
O=C(NC1CCCC1)C1CCCN(S(=O)(=O)c2ccc(-n3cnnn3)cc2)C1 (stereo not drawn)	17	-10%	0%	-10%	-8%	7%	-4%	0	i
CSc1nc2ccccc2n1CC(=O)Nc1c(C)n(C)n(-c2ccccc2)c1=O	9	4%	-3%	-1%	8%	4%	2%	7	i
c1ccc(CNCCN2CCNCC2)nc1	0	19%	3%	4%	6%	10%	3%	1	i
COCCSc1ccccc1C(=O)N1CCCC1	0	20%	-6%	2%	0%	12%	-10%	6	i
CCOC(=O)/C=C1\SCC(=O)N1Cc1ccc(Br)cc1	17	-25%	-3%	-13%	5%	8%	-50%	9	i	PMK inhibit pilot replicates=1.5;MK inhibit pilot replicates=0.0;DPM-DC inhibit pilot screen %=3.0
Cc1ccc(CN2C(=O)CCC2C(=O)NC2CC2)cc1 (stereo not drawn)	8	.	4%	-10%	-2%	11%	-11%	4	i
COc1ccc(-n2c(O)c(/C=N/n3cnnc3)c3ccccc3c2=O)cc1	0	6%	11%	7%	2%	4%	-5%	5	.
CCN(C(=O)c1ccccc1Cl)c1ccccc1	7	-24%	5%	-10%	-9%	0%	-5%	8	i
N#Cc1c(N)nc(SC2CCCCC2=O)c(C#N)c1-c1ccco1 (stereo not drawn)	0	.	0%	8%	3%	13%	6%	3	i
Cc1ccc(C(=O)OCc2cc3ccccc3[nH]c2=O)cc1	8	5%	-4%	-16%	2%	14%	-24%	2	i
C=CCNC(=O)CNS(=O)(=O)c1ccc(F)cc1	16	4%	0%	-18%	3%	5%	-30%	0	i	PMK inhibit pilot replicates=4.0;MK inhibit pilot replicates=6.0;DPM-DC inhibit pilot screen %=1.5
Clc1ccc2c(c1)c1ccccc1n2CN1CCOCC1	8	-1%	-5%	14%	-11%	2%	4%	9	i

An excerpt from above in order of SMILES length, largest number first:
SMILES	PMK inhibit	LYP inhibition	Bfl-1 inhibitors	HPDE-C7K KRASV12	HT1080 viability	Alkaline phosphatase	HPDE-C7 viability	MK inhibit	DPM-DC inhibit	others
COc1ccc(O)c(-c2c(-c3ccc(Cl)cc3)n[nH]c2C)c1	10	.	-1%	.	-2%	9%	.	10	i
CCOc1ccc2cc(C#N)c(SCC(=O)N3CCCC3)nc2c1	9	11%	-3%	-12%	0%	10%	-11%	13	i	PMK inhibit pilot replicates=0.0;MK inhibit pilot replicates=5.0;DPM-DC inhibit pilot screen %=9.0
CCN(CC)CCn1c(OC)cc(=O)[nH]c1=O	3	-1%	-6%	-9%	-3%	5%	-2%	0	i	PMK inhibit pilot replicates=0.0;MK inhibit pilot replicates=0.0;DPM-DC inhibit pilot screen %=0.0

Entries above containing a tert-butyl group, in the order listed:
SMILES	PMK inhibit	LYP inhibition	Bfl-1 inhibitors	HPDE-C7K KRASV12	HT1080 viability	Alkaline phosphatase	HPDE-C7 viability	MK inhibit	DPM-DC inhibit	others
CC(C)(C)OC(=O)N1CCCC1C(=O)NC(Cc1ccccc1)C(=O)O (stereo not drawn)	4	.	2%	-5%	24%	11%	-10%	9	i	PMK inhibit pilot replicates=0.0;MK inhibit pilot replicates=0.0;DPM-DC inhibit pilot screen %=1.5
CCNc1nc(NC(C)(C)C)nc(N(C#N)CC)n1	25*	11%	1%	-7%	.	5%	-6%	0	i

Compounds as they come. Share with any hit: about 3.5%.
